Screens: PubChem BioAssay, Sanford-Burnham Center for Chemical Genomics
SENP8 block-1: SENP8 protease inhibition | Q96LD8 | purified SENP8, Z-RLRGG-aminoluciferin cleavage, luminescence | inhibition, % at 10 µM | 1.2% of 330,000 active | AID 2540; in the data active = inhibition above about 50%
Target sequence (Q96LD8 whole entry, looked up): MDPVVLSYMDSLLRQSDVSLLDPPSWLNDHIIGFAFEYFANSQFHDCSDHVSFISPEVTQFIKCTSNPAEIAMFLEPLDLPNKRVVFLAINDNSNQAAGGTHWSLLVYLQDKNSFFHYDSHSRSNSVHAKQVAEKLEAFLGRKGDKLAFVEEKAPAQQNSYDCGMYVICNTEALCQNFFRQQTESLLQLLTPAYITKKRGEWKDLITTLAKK
SENP7 block: SENP7 protease inhibition; Q9BQF6; inhibition, % at 5 µM; 1.5% of 330,000 active; recombinant SENP7, Z-RLRGG-aminoluciferin luminescence, 40 min;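 active = inhibition above about 50% at the single test dose, limit read from the data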;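 also: plate controls were DMSO with enzyme for no effect and no enzyme buffer wells for full effect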
Apaf1 inhib: human Apaf-1 inhibition. O14727. reconstituted apoptosome caspase-3 activity, DEVD-Rh110 fluorescence. inhibition, % at 20 µM. 0.71% of 330,000 active; active = inhibition of at least 40% at 20 µM;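 also: plate controls were DMSO wells for no effect and DEVD-CHO caspase inhibitor wells for full effect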
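Material: cell-free apoptosome with Apaf-1, procaspase-3 and caspase-9; Buffer or medium: Hepes pH 7.5 with detergent and BSA; Reagent: cytochrome c trigger plus (Z-DEVD)2-Rh110 caspase-3 substrate; Times: compound with Apaf-1, dATP, procaspase-3 30 min, then 50 min reaction, room temperature; Technique: Rh110 fluorescence intensity.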
SENP1 FRET inh: inhibitors of human SENP1 SUMO protease catalytic domain; 0.21% of 360,000 active; inhibition, % at 10 µM; Q9P0U3; recombinant SENP1 catalytic domain, CyPet-SUMO1-YPet FRET cleavage;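 active = inhibition at least 30% at 10 µM, raw YFP signal under a set limit, fluorescence ratio 0.5 to 1.5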;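 also: 0% = enzyme with DMSO and 100% = no enzyme wells; some results filed as inactive read as strong as hits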
Target sequence (Q9P0U3 419-644 limits assumed): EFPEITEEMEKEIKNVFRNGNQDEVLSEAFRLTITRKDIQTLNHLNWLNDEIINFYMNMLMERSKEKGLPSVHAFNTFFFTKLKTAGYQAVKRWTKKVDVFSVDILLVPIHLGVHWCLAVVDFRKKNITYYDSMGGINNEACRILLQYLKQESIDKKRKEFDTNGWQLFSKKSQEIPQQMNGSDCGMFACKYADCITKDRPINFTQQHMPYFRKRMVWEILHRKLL
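Test system: human SENP1 catalytic domain; medium: Tris pH 8 buffer plus EDTA, NaCl, BME, BSA, NP40, catalase; incubation: 50 min reaction at room temperature; technique: FRET, CFP and YFP emission; controls: no-enzyme low control and enzyme-plus-DMSO high control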
HKDC1 inh: HKDC1 (human) hexokinase inhibition. inhibition, % at 20 µM. Q2TB90. recombinant HKDC1, G6PDH/diaphorase resazurin coupled fluorescence. 0.16% of 340,000 active. AID 493160;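 active = inhibition above about 35% when tested at 20 µM, limit read from the data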;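 also: plate controls were DMSO wells with enzyme for no effect and DMSO wells lacking enzyme for full effect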
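System: Recombinant HKDC1 hexokinase | Amount: HKDC1 at 5 µg/mL | Reagent: Glucose with 1 mM ATP | Doses: Single 20 µM dose | Incubation: Reaction time 90 min, room temperature, protected from light | Signal: Coupled resazurin fluorescence, excitation 525 nm, emission 613 nm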
SENP6 block: SENP6 protease inhibition | Q9GZR1 | Recombinant SENP6 catalytic domain, aminoluciferin luminescence | inhibition, % at 10 µM | 1.8% of 330,000 active | AID 2599;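 active = inhibition above about 50% at the single tested dose, limit read from the data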;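 also: plate controls were DMSO wells with enzyme for no effect and DMSO wells lacking enzyme for full effect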
Target sequence (Q9GZR1 628-1112 limits assumed): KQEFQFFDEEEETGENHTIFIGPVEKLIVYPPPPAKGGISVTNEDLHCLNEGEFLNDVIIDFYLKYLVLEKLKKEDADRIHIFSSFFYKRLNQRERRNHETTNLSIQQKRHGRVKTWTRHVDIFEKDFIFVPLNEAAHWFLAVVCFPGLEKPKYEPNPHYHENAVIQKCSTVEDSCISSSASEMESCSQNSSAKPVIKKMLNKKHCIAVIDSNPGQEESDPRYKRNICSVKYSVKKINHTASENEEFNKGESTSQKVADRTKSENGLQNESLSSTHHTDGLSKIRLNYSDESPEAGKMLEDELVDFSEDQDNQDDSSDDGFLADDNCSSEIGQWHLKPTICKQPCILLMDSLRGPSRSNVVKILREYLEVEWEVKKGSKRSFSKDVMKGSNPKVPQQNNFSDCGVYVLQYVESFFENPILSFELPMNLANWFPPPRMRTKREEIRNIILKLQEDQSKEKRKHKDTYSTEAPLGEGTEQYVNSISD
PfG6PD inh: PfG6PD (Plasmodium falciparum) enzyme inhibition. PfGluPho enzyme, NADPH resazurin-diaphorase fluorescence. inhibition, % at 20 µM. 0.78% of 350,000 active. AID 504690;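 active = inhibition reaching at least a set limit at 20 µM in the primary screen, cut at about 59% in these data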;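 also: 0% = DMSO wells with substrate and 100% = DMSO wells lacking glucose-6-phosphate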
SENP8 block-2: blocks human SENP8 cleavage of Nedd8 substrate. inhibition, % at 20 µM. recombinant SENP8, Nedd8 substrate fluorescence. AID 602440. 0.64% of 360,000 active; in the data active = inhibition mostly above about 40%, no sharp cut-off; inactive = mostly below about 27%
The depositor's hits bear a star; · = no result given.

Start of the listing, in advance:
structure,SENP8 block-1,SENP7 block,Apaf1 inhib,SENP1 FRET inh,HKDC1 inh,SENP6 block,PfG6PD inh,SENP8 block-2
Cc1cccc(C)c1NC(=O)CNC(=O)C12CC3CC(CC(O)(C3)C1)C2,-5,-19,7,0,-3,-6,-5,7
O=C(CSC1=NCCS1)N1CCc2ccccc21,-11,14,-7,-1,5,30,-1,28

The list itself, repeating the preview:
structure,SENP8 block-1,SENP7 block,Apaf1 inhib,SENP1 FRET inh,HKDC1 inh,SENP6 block,PfG6PD inh,SENP8 block-2
Cc1cccc(C)c1NC(=O)CNC(=O)C12CC3CC(CC(O)(C3)C1)C2,-5,-19,7,0,-3,-6,-5,7
O=C(CSC1=NCCS1)N1CCc2ccccc21,-11,14,-7,-1,5,30,-1,28
COc1ccc(NC(=O)c2ccc(COc3ccc(C)cc3)o2)cc1,12,22,-1,2,5,1,-9,-1
Cn1nc(C(F)(F)F)c(C#N)c1N1CCN(c2cccc(C(F)(F)F)c2)CC1,-3,11,10,2,-5,-1,-4,30
COc1cccc(C(=O)NCC2(c3ccccc3)CCCC2)c1OC,2,-2,-1,0,-2,20,0,6
N#Cc1nc(-c2ccco2)oc1NCCN1CCOCC1,5,7,-15,-4,-13,11,2,-225
COC(=O)c1ccc(NC(=O)CCS(=O)(=O)c2ccc(C)cc2)cc1,-6,-11,7,0,-5,-1,0,12
COc1ccc(NS(=O)(=O)c2cc(C(=O)N3CCN(C/C=C/c4ccccc4)CC3)ccc2C)cc1,2,-6,37,2,-1,-6,0,0
CC(C)c1cc(C(=O)N/N=C/c2ccoc2)cs1,-5,-4,-8,-7,-4,0,26,-6
COC(C(=O)NNC(=O)CCc1ccccc1)c1ccccc1 (stereo not drawn),-11,-3,4,-1,1,-11,-13,14
CCOC(=O)C1(Cc2ccccc2C(F)(F)F)CCN(C2CCSC2)CC1 (stereo not drawn),-2,9,19,2,0,9,2,4
O=C(Nc1nc(-c2cc(F)ccc2F)cs1)c1ccccn1,-7,-10,-33,-3,0,-37,0,-26

structure,SENP8 block-1,SENP7 block,Apaf1 inhib,SENP1 FRET inh,HKDC1 inh,SENP6 block,PfG6PD inh,SENP8 block-2
O=[N+]([O-])c1ccc2nc(-c3cccnc3)[nH]c2c1,24,7,1,1,3,42,41,9
Cc1c(C(=O)Nc2c(F)cc(F)cc2Br)sc2ncn(CC(=O)N3CCCC3)c(=O)c12,-11,-15,-2,-4,0,-28,-5,-9
O=C(NCc1ccc(F)cc1)c1ccc(N2CCc3ccccc32)c([N+](=O)[O-])c1,0,8,0,0,-9,1,15,16
CNC(=O)N(O)C1N(/N=C/c2ccc(N(C)C)cc2)C(=S)SC1(C)C (stereo not drawn),-7,-2,0,-23,4,-11,6,-91
O=C(CCC1CCCN(C(=O)c2ccsc2)C1)N1CCN(c2ccccn2)CC1 (stereo not drawn),-6,-6,-9,0,-4,8,-9,-14
C[C@H](CO)N1C[C@H](C)[C@H](CN(C)S(=O)(=O)c2cccs2)Oc2ccc(NC(=O)Nc3ccc4c(c3)OCO4)cc2CC1=O,10,6,13,-1,6,24,22,16
Cc1ccccc1OCC(=O)NCC(=O)N/N=C/c1cccc([N+](=O)[O-])c1,-6,-1,-6,·,·,-27,·,·
CCCCn1c(N)c(N(CC(C)C)C(=O)c2ccc(COc3ccccc3)o2)c(=O)[nH]c1=O,8,-2,2,-4,-7,12,1,-14
CCCCNC(=O)CSc1nc2cc3c(cc2c(=O)n1CCC(=O)NCCc1ccc(OC)c(OC)c1)OCO3,-8,-9,-1,-1,-1,11,10,5
Cc1nn2c(NC(C)C)c3c(nc2c1-c1ccccc1)CCC3,6,0,-5,-1,2,3,-18,-255
Cc1cccc(N=C2NN=C(c3ccc4c(c3)OCCO4)CS2)c1,20,-4,1,1,-62,23,12,-71
COC(=O)NCc1cc2cc(Cl)ccc2[nH]1,-1,6,-24,-1,-2,1,17,8

structure,SENP8 block-1,SENP7 block,Apaf1 inhib,SENP1 FRET inh,HKDC1 inh,SENP6 block,PfG6PD inh,SENP8 block-2
O=C1CN(C(=O)c2ccccc2)C(c2ccccc2)c2cc(Cl)ccc2N1 (stereo not drawn),-9,3,9,1,0,1,-11,12
CCOC(=O)C1CCN(C(=O)CN(c2ccc(Oc3ccccc3)cc2)S(C)(=O)=O)CC1,9,-1,-8,0,-4,3,-14,19
NC(=O)N1CCC2(CC1)NC(=O)N(c1ccccc1)N2,-7,-1,4,1,-4,-19,-18,25
Cc1ncn(-c2ccccc2)c1-c1ccccc1,-4,8,14,-1,-2,-11,0,12
COc1ccccc1OCC(=O)OCC(=O)NC1CCCCC1,4,9,-3,7,12,-8,-19,15
CN1/C(=C/C2CC(=O)NC2=O)C(C)(C)c2ccccc21 (stereo not drawn),-1,9,-2,-1,5,4,-3,11
COC(=O)CN(c1ccc(OC)cc1)S(=O)(=O)c1ccc(OC)c(OC)c1,6,5,9,-4,-2,13,-15,15
CCCCCC1CC(CC(=O)NC(=S)Nc2ccccc2Cl)C(=O)O1 (stereo not drawn),-2,-8,21,2,-5,-35,-11,7
CC(C)Sc1ccc([N+](=O)[O-])cc1C(=O)Nc1ccncc1,-2,-13,-18,-2,-3,-3,-1,23
CN(CC(=O)Nc1ccccc1C(F)(F)F)C(=O)COc1ncnc2ccccc12,0,6,-4,0,1,-11,-4,-29
C/C(=N\NC(=O)CSc1nc2ccccc2o1)c1cccc(O)c1,-9,3,-23,2,9,-11,22,19
O=C(CN1CCCC1)Nc1ccccc1C(=O)c1ccccc1,-1,-1,-15,2,-7,-7,0,21

structure,SENP8 block-1,SENP7 block,Apaf1 inhib,SENP1 FRET inh,HKDC1 inh,SENP6 block,PfG6PD inh,SENP8 block-2
Cc1ccc(C)c(-n2cc[nH]c2=S)c1,-1,2,3,0,-10,1,39,12
COC(=O)c1cc(S(=O)(=O)NCCCc2ccco2)c[nH]1,-2,6,-12,-3,-3,5,-10,-7
Cc1cccc(C(=O)NCC(=O)OCC(=O)N2CC3(C)CC2CC(C)(C)C3)c1 (stereo not drawn),-7,6,1,1,17,0,0,14
Cc1cccc(C(=O)N/N=C/c2ccncc2)c1,-23,1,-45,0,-1,-16,-8,22
CCCc1cc(=O)oc2c(C)c(OCC(=O)NC3CC(C)(C)NC(C)(C)C3)ccc12,-7,1,-12,1,4,-13,0,-127
O=C(Nc1cccc(-n2cnnn2)c1)c1cccc(Cl)c1,-3,-2,1,0,-4,11,17,9
COc1cccc(OC)c1C(=O)Nc1nnc(C(C)C)s1,-2,1,-27,2,-8,4,3,14
CC(=O)N1CCSc2ccc(S(=O)(=O)N3CCC(C)CC3)cc21,20,6,7,1,-5,-2,0,4
COc1ccc(NS(=O)(=O)c2ccc(/C=C/C(=O)O)cc2)cc1S(=O)(=O)N1CCOCC1,-1,2,-10,0,-3,-13,-46,12
CC(=O)c1ccc(NC(=O)C2CCN(S(=O)(=O)c3cccnc3)CC2)cc1,-2,4,-11,1,0,-6,-3,5
COc1ccc(N(CC(=O)NCc2ccco2)S(C)(=O)=O)c(OC)c1,-5,-1,1,0,-12,-12,-1,9
O=C(COC(=O)c1cc([N+](=O)[O-])ccc1N1CCOCC1)Nc1c(Cl)cccc1Cl,-2,-8,8,0,-6,-18,9,19

structure,SENP8 block-1,SENP7 block,Apaf1 inhib,SENP1 FRET inh,HKDC1 inh,SENP6 block,PfG6PD inh,SENP8 block-2
O=C(Nc1ccc2c(c1)OCCO2)c1cc(-n2cnnc2)ccc1Cl,-4,14,-6,2,-5,-26,0,13
Cn1c(-c2cccc(F)c2)nc2c1c(=O)[nH]c(=O)n2Cc1ccccc1,0,7,14,8,-4,15,4,-197
O=c1[nH]c2sc3c(c2c2nncn12)CCCC3,-12,-9,8,0,1,-9,-30,-67
CCN(CC)S(=O)(=O)c1ccc(NN=c2c(=O)c3ccccc3c2=O)cc1,6,3,-12,4,-5,-2,-5,27
COc1ccc(C(=O)Nc2c(C)cc(C)cc2C)cc1OC,-2,-7,-3,0,3,-5,-12,2
CSc1ccc(S(=O)(=O)Nc2c(C)n(C)n(-c3ccccc3)c2=O)cc1,-2,2,3,-1,-6,13,8,19
CCCSC1=C(C#N)C(c2ccc(OC)cc2)C2=C(CC(C)(C)CC2=O)N1 (stereo not drawn),9,-4,9,-1,-4,-3,8,-455
CN(CC(=O)Nc1cccc(F)c1)CC(=O)N(C)c1c(N)n(Cc2ccccc2)c(=O)[nH]c1=O,-2,4,-2,-1,-3,-7,-2,6
O=C(OCCOc1ccc(Br)cc1)c1ccc(Cl)c(S(=O)(=O)N2CCOCC2)c1,12,6,15,1,0,-4,8,-4
O=C(Nc1ccccc1F)c1cc2c(s1)-c1ccccc1S(=O)(=O)C2,-1,-2,-17,10,-12,-2,6,-27
Cc1cccc(OCC(=O)N/N=C/c2ccc(N(C)C)cc2)c1,-2,0,1,1,1,-9,0,-376
O=C(C1=C(O)C(=O)N(CC2CCCO2)C1c1ccccc1Cl)c1ccco1 (stereo not drawn),3,5,16,-4,-3,-11,1,-7

structure,SENP8 block-1,SENP7 block,Apaf1 inhib,SENP1 FRET inh,HKDC1 inh,SENP6 block,PfG6PD inh,SENP8 block-2
O=C(C[C@@H]1C/C=C\C[C@@H](Cc2ccc(F)cc2)C(=O)OC[C@H]2CCCN2C1=O)N[C@H](CO)Cc1ccccc1,-7,-1,14,0,-2,-11,4,16
COc1cc(Sc2ccc(C)cc2)c(OC)cc1N,21,0,18,-2,17,33,60*,19
COc1ccc(OC)c(N2C(N)=NC(N)=NC23CCCC3)c1,3,-5,0,3,3,3,-9,9
COc1ccc(NC(=O)N2CCC(CO)(CC3CCCCO3)CC2)c(OC)c1 (stereo not drawn),-2,-3,-3,3,-4,-7,2,12
COc1cc(S(=O)(=O)Nc2ccccn2)ccc1F,-11,-5,1,-1,-9,-32,5,-31
Cc1ccc(CNC(=O)c2ccc(CS(=O)Cc3ccccc3Cl)o2)cc1 (stereo not drawn),0,7,9,3,4,-2,-12,8
NS(=O)(=O)c1ccc(N=C2C(=O)Nc3ccccc32)cc1,2,2,1,0,5,-7,-18,-3
